Assay outcomes (PubChem BioAssay)
PfM18AAP inh – PfM18AAP inhibitors, malaria aminopeptidase, primary screen, biochemical, QFRET, recombinant enzyme; H-Glu-NHMec fluorogenic cleavage; inhibition, % at 7.35 µM; AID 1822, 2009; 1.2% of 290,000 active;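 active = inhibition above the campaign mean inhibition over all tested compounds plus 3 SD, cut at about 28% in these data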;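 note: 0% = plate median of test compound wells and 100% = 2 mM ZnCl2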
IMP-1 inh – IMP-1 metallo-beta-lactamase inhibitors, primary screen, biochemical, epi-absorbance readout, Pseudomonas aeruginosa enzyme; metallo-beta-lactamase IMP-1 (Pseudomonas aeruginosa); purified IMP-1, nitrocefin hydrolysis, epi-absorbance fluorescence; inhibition, % at 5.6 µM; 0.45% of 290,000 active; AID 1556, 2009;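 active = inhibition above the mean plus 3 SD of all compounds in the same screening run, cut at about 4.5% in these data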;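 note: 0% = IMP-1 with DMSO and 100% = DMSO wells lacking enzyme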
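assay system = purified recombinant IMP-1 metallo-beta-lactamase enzyme | schedule = 15 min preincubation plus 25 min reaction at 25 °C | signal = Epi-absorbance fluorescence, 480 nm excitation, 530 nm emission | read-out basis = percent inhibition from optical density relative to buffer-blank wells | controls = IMP-1 with DMSO as 0%, enzyme-free DMSO as 100%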
VIM-2 inh – VIM-2 metallo-beta-lactamase inhibitors, primary screen, biochemical, epi-absorbance readout, Pseudomonas aeruginosa enzyme. inhibition, % at 5.6 µM. AID 1527, 2009. 0.89% of 290,000 active. purified VIM-2, nitrocefin hydrolysis, epi-absorbance fluorescence;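 active = inhibition above the mean of all tested compounds plus 3 SD, cutoff set per screening run, cut at about 7.5% in these data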;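 note: red hydrolysis product quenches plate fluorescence so inhibitors raise well fluorescence; 0% = enzyme with DMSO and 100% = DMSO without enzyme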
GPR7 antagonist – GPR7 receptor antagonists, primary screen, cell-based, fluorescence, single concentration | Neuropeptides B/W receptor type 1 (Homo sapiens), P48145 | GPR7-expressing cells, fluorescence antagonist assay | inhibition, % at 4.4 µM | 1.1% of 290,000 active | AID 1861, 2009; in the data active = inhibition above about 16%, passing the limit was not always enough;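 note: cells stimulated with the agonist NPW; 0% = agonist with vehicle and 100% = vehicle without agonist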
Target sequence (P48145 whole entry, looked up): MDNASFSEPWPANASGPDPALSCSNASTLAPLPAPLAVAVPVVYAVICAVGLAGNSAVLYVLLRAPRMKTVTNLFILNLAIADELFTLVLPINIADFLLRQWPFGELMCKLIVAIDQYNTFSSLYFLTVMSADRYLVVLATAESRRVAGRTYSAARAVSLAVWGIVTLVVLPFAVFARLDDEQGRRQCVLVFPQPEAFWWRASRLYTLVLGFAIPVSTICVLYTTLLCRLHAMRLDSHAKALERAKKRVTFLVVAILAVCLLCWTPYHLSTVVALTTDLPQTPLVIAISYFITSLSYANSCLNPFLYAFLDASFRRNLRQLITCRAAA
IDE cell inh – human IDE inhibitors in live cells, primary screen, fluorescence polarization, HEK cells, FAbetaB substrate. inhibition, % at 5.59 µM. Insulin-degrading enzyme (Homo sapiens), P14735. AID 434962, 2010. 0.41% of 320,000 active. FAbetaB cleavage;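 active = percent inhibition above the average of all tested compounds plus 3 SD, set per screening campaign, cut at about 16% in these data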;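 note: IDE supplied by intact live HEK cells; FP after avidin binding of uncleaved biotin substrate so inhibition keeps polarization high; 0% = DMSO wells and 100% = 60 µM reference IDE inhibitor Ii1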
p-CIP stab down – p/CIP-EGFP fusion destabilizers, primary screen, fluorescence, F442A cells; Q05BA5; AID 1984, 2009; decrease of EGFP signal, % at 10 µM; 16 h; 0.01% of 290,000 active;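 active = EGFP signal decrease of at least 30% at 10 µM or well 3 SD below plate mean, unless failing retest; inactive = the rest, including hits failing retest or dose response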; note: some compounds called inactive have numbers as strong as hits; many of its hits are not listed in these tables
NALP1 yeast inh – NALP1 inflammasome inhibitors in reconstituted yeast, colorimetric, S. cerevisiae, triplicate retest. S. cerevisiae NALP1/ASC/caspase-1 growth, X-gal OD620, 72 h. inhibition, % at 10 µM. 0.61% of 280,000 active; in the data active = inhibition mostly above about 24%, no sharp cut-off; inactive = mostly below about 32%; note: some compounds called inactive have numbers as strong as hits
IDE cell activ – human IDE activators in live cells, primary screen, fluorescence polarization, HEK cells, FAbeta-B substrate | 0.073% of 340,000 active | activation, % at 5.96 µM | FAbeta-B cleavage; 0% vehicle, 100% cell-free pure enzyme wells | Insulin-degrading enzyme (Homo sapiens), P14735;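 active = activation above the mean of all tested compounds plus 3 SD, set per screening campaign, cut at about 17% in these data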
PHOSPHO1 inh – PubChem AID 1565. recombinant PHOSPHO1, absorbance phosphatase assay. Phosphoethanolamine/phosphocholine phosphatase (Homo sapiens), Q8TCT1. inhibition, % at 13.3 µM. 1.1% of 290,000 active; in the data active = inhibition above about 60%
Target sequence (Q8TCT1 whole entry, looked up): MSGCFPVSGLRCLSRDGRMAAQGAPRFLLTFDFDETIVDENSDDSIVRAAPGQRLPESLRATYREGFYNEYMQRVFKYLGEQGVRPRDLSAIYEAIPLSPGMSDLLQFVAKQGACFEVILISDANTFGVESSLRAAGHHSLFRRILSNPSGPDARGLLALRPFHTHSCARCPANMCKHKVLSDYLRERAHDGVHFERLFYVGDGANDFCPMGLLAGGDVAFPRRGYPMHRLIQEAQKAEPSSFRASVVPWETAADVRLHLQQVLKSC
* marks the source's active call; other numbers are inactive results; nt = not tested or not shown.

no.	SMILES	PfM18AAP inh	IMP-1 inh	VIM-2 inh	GPR7 antagonist	IDE cell inh
1	COC(=O)Nc1nnc(Cc2ccc(OC)cc2)s1	-7	-4.2	-0.6	-8	2
2	O=c1ccc2ccc(Oc3ccc([N+](=O)[O-])cc3[N+](=O)[O-])cc2o1	-3	0.1	0.1	-1	2
3	Cc1cccc(N(CC(=O)NC2CCCC2)C(=O)c2cc3cc4cccc(C)c4nc3s2)c1C	-5	-1.7	0.1	-6	5
4	CC(=O)Nc1c(NC(C)C)c2ccccc2oc1=O	4	-2.1	-3.3	-11	9
5	COc1ccc(C(=O)c2cnc(/N=C/N(C)C)s2)cc1	7	-0.6	0.6	-2	-2
6	CCC(C(=O)NCCCN(CC)Cc1ccccc1)n1nc(C)c2sc3ccccc3c2c1=O (stereo unspecified)	-6	1.1	3.9	1	1
7	Cc1[nH]c(=O)c(C#N)cc1-c1csc(-c2ccccc2)n1	-4	-0.7	-2.0	-13	8
8	CC(C(=O)OCc1nnc(-c2ccccc2)o1)N1C(=O)c2ccccc2C1=O (stereo unspecified)	-16	0.3	3.1	-2	8
9	CCCCNCc1cc(OCC)c(OCC(N)=O)cc1Br	0	-0.9	-2.5	-9	-1
10	COc1cccc(CNC(=O)CCC2CCCN(Cc3ccc4c(c3)CCO4)C2)c1 (stereo unspecified)	-11	-1.8	0.4	-4	0
11	COc1ccc(C2/C=C\CN(C(=O)NC(C)C)CC(=O)N2Cc2ccc(F)cc2)cc1 (stereo unspecified)	nt	nt	nt	nt	0
12	COc1ccc(NC2=NCCC2)cc1	-1	-2.5	-0.1	-1	3

no.	p-CIP stab down	NALP1 yeast inh	IDE cell activ	PHOSPHO1 inh
1	0	22	-2	-8
2	-7	27	nt	5
3	-10	-3	-4	15
4	-2	26	5	-15
5	-8	24	4	11
6	-4	18	4	22
7	9	3	-4	1
8	5	19	4	7
9	-1	-4	-4	5
10	-7	nt	3	17
11	2	10	-6	18
12	7	26	-3	43

Later entries
no.	SMILES	PfM18AAP inh	IMP-1 inh	VIM-2 inh	GPR7 antagonist	IDE cell inh
13	COC(=O)c1ccc(NC2c3ncccc3C(=O)N2Cc2cccs2)cc1 (stereo unspecified)	3	-2.6	-2.7	-3	-6
14	CCOc1ccccc1-n1c(COc2ccc(C)cc2)nnc1SCC(N)=O	-10	-4.0	-3.0	9	0
15	Cn1nnnc1SCC(=O)c1c(N)n(C)c(=O)n(C)c1=O	-1	-3.0	-3.1	-7	0
16	CCN(CC)c1ccc(C(=O)OCc2c(C)noc2C)cc1	4	-2.3	0.4	0	5
17	CCOc1ccccc1C(=O)NC1CCN(Cc2ccccc2)CC1	-1	0.0	0.4	8	4
18	COc1cc2c(cc1OC)CN(C(=O)c1cccc(S(=O)(=O)N(C)C)c1)CC2	-9	-2.6	-0.7	-12	2
19	C=CCOc1ccc(Br)cc1/C=C1\NC(=S)N(C(C)=O)C1=O	25	-1.8	-2.7	-9	-3
20	COCCCNc1nc2nonc2nc1N1CCN(C2CCCC2)CC1	0	1.2	-1.0	-2	3
21	Clc1ccc(Cc2nn3c(-c4ccncc4)nnc3s2)cc1	8	-3.4	-0.6	-3	nt
22	COc1cc2c(c(OC)c1OC)-c1ccc(NC(=O)c3ccc(F)cc3)c(=O)cc1[C@@H](NC(C)=O)CC2	15	-1.7	-2.0	30	4
23	CCn1c(=O)n(CC)c2cc(S(=O)(=O)N3CCOCC3)ccc21	-3	-1.4	0.7	-9	-12
24	COc1ccccc1NC(=O)CSc1nnnn1C1CCCCC1	-3	-3.5	-3.7	9	-12

no.	p-CIP stab down	NALP1 yeast inh	IDE cell activ	PHOSPHO1 inh
13	-8	4	4	-36
14	6	-9	5	29
15	-2	4	-1	14
16	-20	-9	3	-2
17	4	23	4	36
18	-3	5	4	8
19	-12	15	2	14
20	-5	-15	-3	29
21	nt	nt	nt	nt
22	-13	16	4	47
23	3	-7	-1	-18
24	2	-3	-2	42

Following part.
no.	SMILES	PfM18AAP inh	IMP-1 inh	VIM-2 inh	GPR7 antagonist	IDE cell inh
25	Cc1ccc(CNC(=O)CCSCc2ccc(C)cc2)cc1	-9	-3.2	-3.9	-7	2
26	CC1=CC(C)(C)Nc2cc(C)c(C)cc21	1	1.3	1.2	-1	3
27	COc1cccc(NC(=O)CNC(=O)c2ccc(C)cc2)c1	-6	-2.0	-1.7	-10	3
28	O=[N+]([O-])c1ccc(/C=N/N2CCN(Cc3ccccc3)CC2)cc1	0	-4.3	-2.3	7	11
29	O=c1c2ccccc2c(C=Nc2ccc(O)cc2)c(O)n1-c1nccs1	15	-3.2	0.6	-13	9
30	COCc1cc(C)nc(SCC(=O)Oc2ccc(Cl)cc2)c1C#N	2	-2.2	-4.0	-10	-2
31	Cn1c(=O)c2c(nc(NCc3ccco3)n2CCc2ccccc2)n(C)c1=O	3	1.0	-3.0	-9	-3
32	CC(=O)c1cccc(NC(=O)CSc2ccc(-c3ccccn3)nn2)c1	9	-6.0	-1.1	3	5
33	Cc1cc(C)cc(NC(=S)N(C)C)c1	-2	-0.8	-0.8	0	4
34	CC1CCN(C(=O)c2cc3c(ccc4ccccc43)o2)CC1	-5	-3.3	-1.0	11	7
35	CN(C)C(=O)COC(=O)/C=C/c1cn(-c2ccccc2)nc1-c1cccs1	-9	-1.4	0.9	-6	-1
36	S=c1[nH]nc(Cc2n[nH]c(=S)n2-c2ccccc2)n1-c1ccccc1	35*	-2.2	1.5	-5	3

no.	p-CIP stab down	NALP1 yeast inh	IDE cell activ	PHOSPHO1 inh
25	-6	18	2	38
26	-5	1	-1	-8
27	8	1	1	26
28	-15	6	-1	nt
29	-3	6	nt	-17
30	3	12	0	-1
31	-18	4	2	-7
32	2	12	5	9
33	-2	0	5	-10
34	0	3	0	12
35	-17	-1	3	53
36	-4	-3	2	11

Record cards, from the list above. Order of screens: PfM18AAP inh | IMP-1 inh | VIM-2 inh | GPR7 antagonist | IDE cell inh | p-CIP stab down | NALP1 yeast inh | IDE cell activ | PHOSPHO1 inh
`CC1CCN(C(=O)c2cc3c(ccc4ccccc43)o2)CC1` is entered as -5 | -3.3 | -1.0 | 11 | 7 | 0 | 3 | 0 | 12
`O=c1c2ccccc2c(C=Nc2ccc(O)cc2)c(O)n1-c1nccs1` is entered as 15 | -3.2 | 0.6 | -13 | 9 | -3 | 6 | nt | -17
`COc1cccc(NC(=O)CNC(=O)c2ccc(C)cc2)c1` is entered as -6 | -2.0 | -1.7 | -10 | 3 | 8 | 1 | 1 | 26

Next section
no.	SMILES	PfM18AAP inh	IMP-1 inh	VIM-2 inh	GPR7 antagonist	IDE cell inh
37	CC(C)CNC(=O)Cn1nc(C(F)(F)F)c2c1CCCC2	2	-2.1	-2.6	7	2
38	Cc1cc(OCc2cc(C(=O)NC(C)c3c(C)nn(C)c3C)no2)cc(C)c1Cl (stereo unspecified)	-9	-1.5	-1.7	6	-8
39	C=CCOc1cccc(C2C(C(=O)c3ccc(C)o3)=C(O)C(=O)N2CCN(C)C)c1 (stereo unspecified)	-4	-4.3	-1.3	-3	3
40	CCCC(=O)Nc1nn(CCC)c2nc3ccccc3cc12	4	-3.7	-0.5	-5	-3
41	Cc1ccc(NC(=O)Cn2cnc3cc([N+](=O)[O-])ccc3c2=O)c(Cl)c1	5	-5.1	-1.8	0	0
42	Cc1nc(SCC(=O)Nc2ccc(F)cc2)c2oc3ccccc3c2n1	-8	-1.9	-3.2	-9	5
43	CCOC(=O)c1sc(NC(=O)COC(=O)Cn2cnc3ccccc32)c(C(=O)OCC)c1C	-12	-2.9	-0.4	-7	3
44	Cc1cccc(N2CCN(C(=O)CCNS(=O)(=O)c3ccc4c(c3)CCC(=O)N4)CC2)c1C	2	-1.6	-5.6	0	10
45	O=C(CCCN1C(=O)c2cccnc2C1=O)Nc1ccccc1F	5	-2.9	1.7	5	3
46	O=C(OCn1ncc(Cl)c(Cl)c1=O)c1ccccc1Cl	-9	-2.2	-4.0	2	3
47	O=C(O)c1ccc(N/N=C/c2ccc3c(c2)OCO3)cc1	13	-1.5	-5.8	0	4
48	O=C(/C=C/c1ccc(S(=O)(=O)NCc2ccco2)cc1)N1CCN(c2ccccc2)CC1	3	-3.1	-1.5	6	3

no.	p-CIP stab down	NALP1 yeast inh	IDE cell activ	PHOSPHO1 inh
37	-10	-5	1	48
38	-20	-3	3	22
39	-10	-4	0	12
40	8	32	0	19
41	-8	-1	2	-19
42	7	10	-6	19
43	-2	-24	-1	-11
44	0	15	-4	-3
45	8	4	3	9
46	-21	-3	5	-36
47	10	1	nt	-9
48	18	12	-9	12

(more compounds)
no.	SMILES	PfM18AAP inh	IMP-1 inh	VIM-2 inh	GPR7 antagonist	IDE cell inh
49	O=C(NC(NC(=S)Nc1ccccc1)C(Cl)(Cl)Cl)c1cccc(Cl)c1 (stereo unspecified)	-12	-1.0	1.1	34*	-3
50	CCC(=O)N(CCC(c1ccco1)c1ccccc1OC)Cc1cccs1 (stereo unspecified)	-3	3.6	-2.4	19*	2
51	CN1CCN(c2nc3c(c(=O)[nH]c(=O)n3C)n2CCSc2nnnn2-c2ccccc2)CC1	-3	-0.9	-0.7	-9	2
52	O=C(Nc1ccc(S(=O)(=O)N2CCCC2)cc1)N1c2ccccc2Sc2ccccc21	5	-2.8	-3.0	-20	-1
53	Cc1nc2ccccc2n1CC(=O)N1CC(=O)Nc2ccccc21	-9	-3.5	-2.2	-18	2
54	COc1ccc(NC(=O)c2cccc(NC(=O)C3C4CC5OC(=O)C3C5C4)c2)c(OC)c1 (stereo unspecified)	-3	-2.7	0.1	-12	8
55	CCCCC(=O)Nc1nc(C)c(-c2csc(Nc3cc(Cl)ccc3OC)n2)s1	2	7.6*	-1.0	4	-5
56	Cc1[nH]nc2c1C(c1ccccn1)N(c1ccc(Br)cc1)C2=O (stereo unspecified)	-3	-3.0	-4.0	-7	3
57	Cc1cc(C)c2c(CN3CCN(C/C=C/c4ccccc4)CC3)cc(=O)oc2c1	3	-4.0	2.2	-5	-3
58	c1cnc(N2CCN(c3ccc4ccccc4n3)CC2)nc1	-7	-0.3	0.2	5	-2
59	Cc1cccc(-c2noc(CN(C(=O)c3c(-c4ccccc4Cl)noc3C)C(C)C)n2)c1	1	-3.2	-2.7	-4	4
60	O=C(CN1CCCCCCC1)Nc1cc(Cl)cc(Cl)c1	-7	-2.0	0.2	4	0

no.	p-CIP stab down	NALP1 yeast inh	IDE cell activ	PHOSPHO1 inh
49	3	12	1	8
50	3	-1	2	9
51	-8	nt	7	36
52	0	17	0	26
53	-2	6	3	11
54	-7	2	3	-28
55	6	-5	-4	99*
56	0	23	-2	-23
57	-4	5	0	-13
58	-15	16	-1	16
59	-6	-12	2	-22
60	-37	9	-3	21
